RGS4 inh: Inhibitors of Regulator of G Protein Signaling (RGS) 4: qHTS; Potency, µM (titrated, usually from 114 µM), for inactives: at the top dose activity change, negative = inhibition, most hits filed as inhibitors; hit rate 0.039% among 390,000; Regulator of G-protein signaling 4 (Homo sapiens), P49798; AID 504845, 2011; Transcreener GDP fluorescence polarization, RGS4-accelerated GTP hydrolysis; further: potency means the concentration at half of the fitted maximal effect; on the % scale 0 is the no-effect control and ±100 the full control effect; nearly all actives have a fitted effect of over 75% in size; some results filed as inactive show a strong effect at the top dose
Target sequence (P49798 whole entry, looked up): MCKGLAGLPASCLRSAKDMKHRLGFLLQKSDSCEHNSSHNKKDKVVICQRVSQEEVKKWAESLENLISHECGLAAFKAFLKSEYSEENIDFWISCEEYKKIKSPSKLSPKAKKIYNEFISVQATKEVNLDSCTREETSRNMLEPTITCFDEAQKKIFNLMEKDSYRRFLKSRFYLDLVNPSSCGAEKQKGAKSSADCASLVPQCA
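MLSMR compounds (23 nl, pin-transferred) preincubated 10 min at room temperature with a 500nM (2x) first reagent, then RGS4 at 900nM (2x) plus Transcreener GDP mix added; fluorescence polarization (620/688 nm) read before and after 90 min at 30 °C.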
rTrxR1 inhibitor: qHTS Assay for Inhibitors of Mammalian Selenoprotein Thioredoxin Reductase 1 (TrxR1): qHTS; Thioredoxin reductase 1, cytoplasmic (Rattus norvegicus), O89049; recombinant rTrxR1, NADPH fluorescence consumption, selenite substrate; Potency, µM (top dose mostly 114 µM), without a hit: at the highest dose activity change, negative = inhibition, usual class: inhibitors; hit rate 1% among 390,000; AID 588453, 2011; further: potency means the concentration at half of the fitted maximal effect; on the % scale 0 is the no-effect control and ±100 the full control effect; nearly all actives have a fitted effect of over 65% in size
Target sequence (O89049 whole entry, looked up): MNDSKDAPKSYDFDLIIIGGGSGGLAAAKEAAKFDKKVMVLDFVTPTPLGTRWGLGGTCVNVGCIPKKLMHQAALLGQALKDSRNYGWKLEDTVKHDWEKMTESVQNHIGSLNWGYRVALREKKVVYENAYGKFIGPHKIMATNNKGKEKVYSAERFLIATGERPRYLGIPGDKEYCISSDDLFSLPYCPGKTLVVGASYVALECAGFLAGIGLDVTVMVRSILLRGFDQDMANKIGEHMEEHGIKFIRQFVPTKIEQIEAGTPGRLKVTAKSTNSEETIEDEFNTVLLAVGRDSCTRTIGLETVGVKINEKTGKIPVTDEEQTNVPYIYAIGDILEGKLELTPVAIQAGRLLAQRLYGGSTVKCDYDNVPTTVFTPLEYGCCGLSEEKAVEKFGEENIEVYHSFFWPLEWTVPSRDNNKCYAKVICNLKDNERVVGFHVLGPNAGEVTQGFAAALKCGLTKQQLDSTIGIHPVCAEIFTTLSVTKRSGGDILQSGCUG
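Rat TrxR1 (90 nM in the dispensed reagent) was pre-reduced with 400 uM NADPH for 5 min at room temperature, then incubated with compound for 15 min. After 400 uM selenite was added, NADPH fluorescence (Ex 340/Em 450 nm) was followed for 8 min.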
USP1 inh: Inhibitors of USP1/UAF1: Primary Screen; recombinant USP1/UAF1, Ub-Rhodamine cleavage fluorescence; Ubiquitin carboxyl-terminal hydrolase 1 (Homo sapiens), O94782; AID 743255, 2014; hit rate 0.23% among 390,000; Potency, µM (highest dose often 57.1 µM), for the others: top-dose activity change, negative = inhibition, hits mostly inhibitors; further: potency means the concentration at half of the fitted maximal effect; on the % scale 0 is the no-effect control and ±100 the full control effect; nearly all actives have a fitted effect of over 60% in size; inactives centre near -12
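USP1/UAF1 complex at 1 nM was preincubated with compound for 15 min at room temperature, then Ub-Rho substrate (150nM final) was added. Fluorescence (480/540 nm) was read kinetically, 6 reads every 60 seconds.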
Vif-APOBEC3F blk: qHTS for Inhibitors of Vif-A3F Interactions: qHTS. hit rate 0.2% among 390,000. HeLa A3F-eYFP + Vif (tagged APOBEC3F with the HIV-1 protein that degrades it), YFP fluorescence increase. Potency, µM (doses to about 46.1 µM), without a hit: at the highest dose activity, negative = active. AID 602313, 2012; further: potency means the concentration at half of the fitted maximal effect; % of control where 0% means no effect; nearly all actives have a fitted effect of over 65% in size
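HeLa cells stably expressing A3F-eYFP plus Vif, plated and incubated overnight at 37 deg C, then exposed to compounds overnight at 37 deg C. Blocked degradation read as raised yellow fluorescence (Ex 488/Em 500-530).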
LDHA inh: qHTS assay for inhibitors of human lactate dehydrogenase | activity change, % (values are at about 110 or 230 µM) | purified LDHA, NADH/diaphorase-resazurin fluorescence; active compounds read low | L-lactate dehydrogenase A chain (Homo sapiens), P00338 | hit rate 0.15% among 480,000; in the data active means activity change below about -30%; inconclusive means mostly about -25% to -30%;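 further: plate controls were DMSO wells for no effect and wells without enzyme for full effect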
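Remaining NADH was detected by diaphorase (0.133 mg/mL) converting 37 µM resazurin to fluorescent resorufin, read at 0 and 20 minutes. The preceding 5-minute room-temperature reaction used 2 nM LDHA, 0.2 mM sodium pyruvate and 0.06 mM NADH at pH 7.4.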
Glioma ERSR ind: qHTS for Inducers of the Endoplasmic Reticulum Stress Response (ERSR) in Human Glioma: qHTS. hit rate 0.02% among 420,000. Potency, µM, for inactives: at the top dose activation, hits mostly activators. U87-MG GRP78 promoter luciferase reporter, 16 h; further: potency means the concentration at half of the fitted maximal effect; series mostly up to about 76 µM; % of control where 0% means no effect; nearly all actives have a fitted effect of over 35% in size
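ERSR induction read as luciferase luminescence (Bright-Glo, 10 min at room temperature) in stably transfected human U87-MG glioma cells exposed to compounds for 16 h, using GRP78 as sensor.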
TrxR1 substrate: qHTS Assay for Substrates of Mammalian Selenoprotein Thioredoxin Reductase 1 (TrxR1): qHTS | Potency, µM (series often up to 114 µM), without a hit: top-dose activity change, negative = substrate turnover | purified TrxR1 substrate turnover, NADPH consumption readout | hit rate 0.01% among 390,000; further: potency means the concentration at half of the fitted maximal effect; on the % scale 0 is the no-effect control and ±100 the full control effect; nearly all actives have a fitted effect of over 50% in size
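Rat TrxR1, dispensed at 90 nM, was prereduced with 400 uM NADPH (final) for 5 min at ~22 deg C, then incubated with compound 15 min before 400 uM selenite. A first-read NADPH fluorescence drop versus no-compound background flagged substrates.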
mIDH1 inhibitor: qHTS for Inhibitors of mutant isocitrate dehydrogenase 1 (IDH1): qHTS | IDH1-R132H enzyme, NADPH consumption, diaphorase/resazurin fluorescence | Potency, µM (titrated, usually from 76.6 µM), inactives show top-dose activity change, negative = inhibition, most hits filed as inhibitors | hit rate 0.093% among 390,000; further: potency means the concentration at half of the fitted maximal effect; on the % scale 0 is the no-effect control and ±100 the full control effect; nearly all actives have a fitted effect of over 65% in size
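IDH1-R132H (0.5 ug/mL) preincubated 30 min with compound, then NADPH (0.016 mM) and alpha-KG (2 mM) added; 80 min at RT, pH 7.5. Remaining NADPH coupled via diaphorase/resazurin to fluorescence (540/590 nm); concentration-response curves normalized to no-enzyme control.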
Vif-A3G inh: qHTS for Inhibitors of Vif-A3G Interactions: qHTS. DNA dC->dU-editing enzyme APOBEC-3G (Homo sapiens), Q9HC16. HeLa A3G-eYFP + Vif (tagged APOBEC3G with the HIV-1 protein that degrades it), YFP fluorescence, overnight. Potency, µM (top dose mostly 46.1 µM), without a hit: at the highest dose activity, negative = active, usual class: inhibitors. hit rate 0.076% among 410,000. AID 602310, 2012;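 further: potency means the concentration at half of the fitted maximal effect; on the % scale 0 is the no-effect control and ±100 the full control effect; nearly all actives have a fitted effect of over 60% in size; hits raise eYFP signal because A3G escapes Vif-driven loss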
Target sequence (Q9HC16 whole entry, looked up): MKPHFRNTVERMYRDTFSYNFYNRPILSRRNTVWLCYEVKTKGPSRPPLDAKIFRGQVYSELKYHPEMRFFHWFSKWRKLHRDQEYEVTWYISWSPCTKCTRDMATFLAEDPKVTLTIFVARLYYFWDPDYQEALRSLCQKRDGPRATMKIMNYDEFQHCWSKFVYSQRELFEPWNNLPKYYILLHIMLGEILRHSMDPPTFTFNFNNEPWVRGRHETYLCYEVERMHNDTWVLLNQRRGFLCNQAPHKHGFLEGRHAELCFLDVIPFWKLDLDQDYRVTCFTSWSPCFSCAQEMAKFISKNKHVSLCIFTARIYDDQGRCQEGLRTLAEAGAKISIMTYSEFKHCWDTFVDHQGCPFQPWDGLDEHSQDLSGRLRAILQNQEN
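Read-out is eYFP fluorescence (Ex 488/Em 500-530) from Vif-expressing HeLa A3G-eYFP cells; more signal means A3G escaped Vif-mediated degradation. Cells plated overnight, compound pinned in, incubated overnight at 37 deg C.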
* marks the source's active call; other numbers are inactive results; u = inconclusive; & = joins results of further samples; [ ] = remark or other dose. Unless noted, the call rests on the fitted dose curve; in most records, active means well fitted curve in the direction sought with a large enough effect; inconclusive means small, poorly fitted or top-dose-only effect, or another doubt; inactive means no such curve, though single readings can be large; an effect the other way counts as inactive or inconclusive. Not all compounds are listed (hit frequency here may not be typical).

SMILES	RGS4 inh	rTrxR1 inhibitor	USP1 inh	Vif-APOBEC3F blk	LDHA inh	Glioma ERSR ind	TrxR1 substrate	mIDH1 inhibitor	Vif-A3G inh
CCc1nc2nc(C)c(NS(=O)(=O)c3cccs3)c(=O)n2[nH]1	-10.9%	8.6%	-11.4%	-21.7%	0.0	-2.7%	-3.7%	6.4%	0.8%
COc1ccc(NC(=O)CN(C)C(=O)CSCc2ccc(C)cc2)cc1	29.6%	-5.8%	-3.0%	3.8%	-5.0	-1.4%	-10.0%	-4.1%	-0.7%
CCOc1ccccc1CN1C(=O)C2(OCCO2)c2ccccc21	2.1%	7.1%	u	-18.1%	1.2	-2.5%	0.3%	-2.9%	-1.7%
CC1CN(c2nn3c(=O)c4ccccc4nc3c3ccccc23)CC(C)O1 (stereo not given)	19.9%	4.9%	4.3%	3.8%	-6.2	2.7%	8.5%	8.6%	-4.8%
COc1ccc(N2CCN(C(=O)NC34CC5CC(CC(C5)C3)C4)CC2)cc1	-50.8%	21.7%[57.1 µM]	-17.8%	-0.1%	1.4	-3.7%	5.1%[57.1 µM]	-2.1%	1.0%
CSc1nc(-c2ccccc2)cc(C(F)(F)F)c1C#N	16.9%	-6.0%	-7.1%	5.5%	-2.4	-3.6%	3.0%	1.0%	-1.6%
COc1ccc(C(=O)NC(=S)NNC(=O)c2ccc(C)cc2)cc1	-38.3%	-8.7%	-14.7%	2.7%	-11.0	6.1%	2.6%	-0.3%	-6.1%
O=C(O)CCC(=O)N1N=C(c2cccs2)CC1c1cccc([N+](=O)[O-])c1 (stereo not given)	-2.7%	4.1%[57.1 µM]	-15.3%	-0.1%	2.8	-5.8%	6.4%[57.1 µM]	4.0%	2.0%
CC(Oc1ccc(F)cc1)C(=O)Nc1nc(-c2ccccn2)cs1 (stereo not given)	-19.1%	22.7%[57.1 µM]	-6.5%	-24.4%	6.6	-5.0%	-3.6%[57.1 µM]	0.0%	0.5%
Cc1ccc2oc(-c3ccc(NC(=O)c4ccncc4)cc3O)nc2c1	-33.0%	25.3%[57.1 µM]	-14.9%	0.7%	-10.7	2.0%	15.3%	8.3%	-0.4%
O=C(OCC(=O)N1CCc2ccccc21)c1cccnc1Cl	8.9%	9.6%	-18.8%	-4.3%	-0.4	1.9%	11.1%	4.2%	2.6%
CC1C(=O)NN=C1C(=O)N/N=C\C(Br)=C\c1ccccc1 (stereo not given)	-17.5%	5.9%[57.1 µM]	-18.7%	u	-3.0	-5.7%	1.3%[57.1 µM]	-2.9%	-21.4%
O=S(=O)(NCc1ccco1)N1CCCCCC1	-15.5%	6.7%	-20.5%	-7.3%	-3.8	-3.3%	0.2%	9.4%	-1.6%
COc1ccc(C(=O)N2CCc3cc(OC)c(OC)cc3C2c2ccc(OC)c(OC)c2)cc1 (stereo not given)	1.3%	-0.5%	-3.9%	11.6%	-1.8	-10.8%	-6.3%	1.1%	u
O=C1Cc2cc(S(=O)(=O)N3CCN(c4cccc(Cl)c4)CC3)ccc2N1	-25.3%&-23.8%	0.0%[57.1 µM]	9.8%&-20.5%	u	-7.6&2.9	-4.1%&-4.7%	-3.3%&2.7%	-4.1%&1.3%	u
COC(=O)c1ccc(Cl)cc1NC(=O)N(Cc1ccc(C)o1)C1CCN(C(C)=O)CC1	1.6%	2.8%	u	3.5%	-2.9	-2.4%	-4.8%	-7.4%	-6.1%
Cc1ccc(S(=O)(=O)N2CCCC2)cc1C(=O)NC1CCCCC1	12.2%	-5.4%	-3.7%	-6.2%	-9.3	-3.8%	-8.2%	-6.0%	1.1%
Cc1ccc(-n2nc3c([n+]2[O-])CCc2nonc2-3)cc1	13.0%	24.0%[57.1 µM]	-17.1%	14.5%	-7.5	-3.5%	10.3%[57.1 µM]	3.3%	-3.9%
O=C(CCc1nnc(Cc2ccc(-c3ccccc3)cc2)o1)N1CCCC1	-0.3%	-8.3%	-2.9%	u	-5.4	0.3%	-4.9%	0.6%	1.1%
O=C(NCc1ccccc1Cl)C(=O)NCC(c1ccco1)S(=O)(=O)c1cccs1 (stereo not given)	-14.9%	3.8%[57.1 µM]	-15.6%	1.8%	-2.0	-1.4%	-0.9%[57.1 µM]	8.2%	-2.7%
COc1cc(C(=O)NCC(c2ccco2)N2CCc3ccccc3C2)cc(OC)c1OC (stereo not given)	-0.3%	11.6%	-17.5%	2.1%	-4.0	-4.5%	3.5%	6.2%	0.2%
Cc1ccnc(NC(=O)c2ccc(Cl)s2)c1	9.0%	19.9%	-21.1%	6.6%	0.0	-1.5%	4.0%	-5.5%	1.5%
O=C(Cn1c(CCCO)nc2ccccc21)Nc1ccccc1-c1ccccc1	17.1%	3.1%	-13.9%	-1.7%	-14.8	-2.1%	-1.4%	-0.6%	-7.0%
O=C(NCc1cccnc1)c1cc(-c2cccs2)on1	13.3%	-7.3%	-10.9%	0.5%	-8.0	13.8%	6.0%	3.0%	-0.6%
O=C(Nc1cccc([N+](=O)[O-])c1)Nc1ccc2c(c1)CCC2	-15.0%	-8.0%	-28.4%	1.6%	-2.0	2.1%	-8.4%	9.2%	2.8%
Cc1cc(C(=O)CN2C(=O)CN(C)C2=O)c(C)n1-c1cccc(S(=O)(=O)N2CCOCC2)c1	3.6%	3.2%[57.1 µM]	5.9%	-4.4%	1.0	-3.7%	5.5%[0.0914 µM]	0.2%	-8.5%
Cc1ccc(-n2ncc3c(=O)n(Cc4cccc(Cl)c4)cnc32)cc1C	3.6%	17.8%	3.7%	-1.6%	-17.6	-2.9%	2.9%	-21.2%	-0.7%
COc1ccc(C(=O)/C=C/Nc2cccc(O)c2)cc1	-16.4%	4.2%	-12.0%	0.2%	0.0	-2.0%	-0.6%	3.1%	-1.0%
Cc1ccn2cc(CNC(=O)c3cccc(C(F)(F)F)c3)nc2c1	-1.2%	8.6%	-4.3%	-6.3%	-8.1	-1.9%	-1.1%	45.7%[activator]	-0.5%
CC(=O)c1ccc(N2CCN(C(=O)C3CCCN(S(=O)(=O)c4cnc[nH]4)C3)CC2)cc1 (stereo not given)	-19.5%	-2.6%	-12.2%	0.9%	-2.2	2.9%	-4.2%	8.1%	-1.2%
Fc1cccc(/C=N/Nc2nncc3ccccc23)c1	u	-1.7%	-22.2%	-1.0%	-0.8	-8.0%	-9.4%	4.0%	1.6%
CC(=O)c1ccc(N2CCN(CN3C(=O)CC4(CCCC4)C3=O)CC2)c(F)c1	-5.9%	-8.2%[57.1 µM]	0.4%	-9.7%	-3.5	0.1%	-0.7%[57.1 µM]	-3.4%	-3.6%
Cc1cccc(NS(=O)(=O)c2ccc3c(c2)CCN3C(=O)CCC(=O)O)c1C	-20.1%	20.0%	-16.9%	0.1%	-1.2	-3.5%	4.1%	-11.7%	-0.4%
COc1ccc(CNC(=O)C2CCN(S(=O)(=O)c3ccc(Br)s3)CC2)cc1	8.5%	-1.7%[57.1 µM]	-8.7%	1.3%	-3.7	1.1%	-0.8%[57.1 µM]	-11.9%	-4.6%
CCOC(=O)N1CCC(N2CC34C=CC(O3)C(C(=O)O)C4C2=O)CC1 (stereo not given)	0.3%	20.1%	-15.2%	-0.2%	-16.4	-5.6%	5.4%	-4.0%	-6.5%
O=C(O)c1cc(Cl)c(Cl)cc1C(=O)NCc1ccco1	3.7%	1.0%	-16.0%	22.7%	-0.2	0.1%	-1.1%	-1.5%	0.9%
Clc1cccc(CNc2cc(-c3ccccc3)nc3nncn23)c1	2.3%	4.5%	6.6%	-4.6%	-2.7	-0.4%	-2.9%	-2.3%	-1.8%
COC(=O)Oc1ccc(/C=N/NC(=O)CN(c2ccccc2Cl)S(C)(=O)=O)cc1OC	35.9%	21.7%	-6.8%	-5.1%	-4.5	-4.7%	16.4%[57.1 µM]	4.1%	-6.3%
CN(CC(=O)Nc1cccc(S(=O)(=O)N2CCCC2)c1)CC(=O)Nc1ccc(F)c(F)c1F	13.6%	8.0%	4.0%	1.9%	1.6	-2.7%	-5.4%	2.2%	-8.8%

Looked up above.
Under TrxR1 substrate, CC(=O)c1ccc(N2CCN(C(=O)C3CCCN(S(=O)(=O)c4cnc[nH]4)C3)CC2)cc1 (stereo not given) is entered as -4.2%
Under Vif-APOBEC3F blk, Fc1cccc(/C=N/Nc2nncc3ccccc23)c1 is entered as -1.0%

Bioassay records from PubChem.
